From PubChem BioAssay
BaF3 tox: counter-screen for JAK2V617F inhibitors: parental Ba/F3 viability inhibitors | CellTiter-Glo ATP luminescence | inhibition, % at 5.6 µM | hit rate 1.1% among 220,000;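 active = inhibition above a per-campaign cutoff, the mean inhibition of all tested compounds plus 3 SD, cut at about 27% in these data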;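 note: 0% = DMSO wells and 100% = JAK Inhibitor I control wells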
Furin inhibitor: human furin inhibition | AID 463115 | P09958 | inhibition, % at 30 µM | hit rate 0.061% among 220,000 | purified furin, fluorogenic substrate cleavage; in the data active = inhibition above about 25%; note: inactives centre near -15
NCF1 inh: inhibitors of human p47phox binding; P14598; hit rate 0.53% among 220,000; inhibition, % at 24.7 µM; p47phox/p22phox peptide binding, fluorescence polarization, 2 h;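 active = inhibition above about 30%, limit read from the data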;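 note: 0% = p47phox with labelled peptide and 100% = labelled peptide alone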
Target sequence (P14598 whole entry, looked up): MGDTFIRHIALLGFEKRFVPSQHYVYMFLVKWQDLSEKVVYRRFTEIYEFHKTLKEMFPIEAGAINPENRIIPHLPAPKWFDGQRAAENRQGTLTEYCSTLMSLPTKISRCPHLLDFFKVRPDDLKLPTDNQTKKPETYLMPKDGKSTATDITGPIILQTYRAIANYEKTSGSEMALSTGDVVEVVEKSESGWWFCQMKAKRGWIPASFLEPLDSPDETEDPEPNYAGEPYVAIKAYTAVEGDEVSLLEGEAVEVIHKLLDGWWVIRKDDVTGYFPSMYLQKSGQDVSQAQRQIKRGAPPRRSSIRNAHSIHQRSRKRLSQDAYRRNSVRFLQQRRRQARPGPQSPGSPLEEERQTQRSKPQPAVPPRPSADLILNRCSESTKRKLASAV
Tb hexokinase: T. brucei hexokinase 1 inhibition; recombinant TbHK1, G6PDH-coupled NADH A340; inhibition, % at 10 µM; hit rate 0.11% among 220,000; AID 1430;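 active = inhibition of 50% or more in the single-dose primary screen; inactive = inhibition below 50%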
PPC-1+TRAIL kill: PPC-1 cancer cell killing with TRAIL present; hit rate 0.41% among 220,000; cell killing (% activity), % at 4 µM; PPC-1 cells + TRAIL, ATPLite viability luminescence;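 active = cell killing above 50% in the first pass at 4 µM, then a duplicate retest at 5 µM averaging 50% or more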;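 note: plate controls were cells with TRAIL plus DMSO for no effect and medium-only wells lacking cells for full effect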
RBBP9 inh: blocks human serine hydrolase RBBP9; hit rate 0.2% among 220,000; O75884; AID 1515; recombinant RBBP9, FP-Rh probe fluorescence polarization; inhibition, % at 7.94 µM;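 active = inhibition above the campaign mean of all tested compounds plus 3 SD, cut at about 14% in these data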;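 note: plate controls were DMSO wells with RBBP9 for no effect and wells lacking RBBP9 protein for full effect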
Target sequence (O75884 whole entry, looked up): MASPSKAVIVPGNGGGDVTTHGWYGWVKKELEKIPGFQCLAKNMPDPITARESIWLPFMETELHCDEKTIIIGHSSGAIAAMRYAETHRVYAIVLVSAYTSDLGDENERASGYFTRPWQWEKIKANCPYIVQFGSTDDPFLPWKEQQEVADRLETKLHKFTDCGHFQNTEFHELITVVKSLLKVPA
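Measured by: FP readout at 525/598 nm; material: recombinant human RBBP9; also added: Serine-hydrolase probe FP-Rh, 375 nM pre-mixing; medium: Tris buffer pH 8.0, NaCl, Pluronic; replication: one well per compound; doses: one concentration, 7.94 µM nominal, 0.794% DMSO; timing: preincubation 30 min plus labeling 45 min at 25 °C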
Ba/F3 V617F tox: reduce viability of Ba/F3 cells dependent on JAK2V617F. Ba/F3 EpoR-JAK2V617F viability, ATP luminescence. inhibition, % at 5.6 µM. hit rate 1.1% among 220,000;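 active = inhibition above the campaign mean plus 3 SD over all tested compounds, cut at about 24% in these data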;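 note: cytokine-independent growth of Ba/F3 cells driven by EpoR plus mutant JAK2; 0% = DMSO-treated cells and 100% = JAK inhibitor I control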
EP2 antag: inhibitors of human EP2 prostaglandin E2 receptor. P43116. C6 glioma cells expressing human EP2, cAMP TR-FRET; cells stimulated with saturating PGE2. inhibition, % at 25 µM. hit rate 0.52% among 260,000;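 active = percent inhibition above 40 after rounding to a whole number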;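 note: rat C6 glioma host cells with rolipram phosphodiesterase inhibitor present; the protocol text gives 20 µM as final concentration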
Target sequence (P43116 whole entry, looked up): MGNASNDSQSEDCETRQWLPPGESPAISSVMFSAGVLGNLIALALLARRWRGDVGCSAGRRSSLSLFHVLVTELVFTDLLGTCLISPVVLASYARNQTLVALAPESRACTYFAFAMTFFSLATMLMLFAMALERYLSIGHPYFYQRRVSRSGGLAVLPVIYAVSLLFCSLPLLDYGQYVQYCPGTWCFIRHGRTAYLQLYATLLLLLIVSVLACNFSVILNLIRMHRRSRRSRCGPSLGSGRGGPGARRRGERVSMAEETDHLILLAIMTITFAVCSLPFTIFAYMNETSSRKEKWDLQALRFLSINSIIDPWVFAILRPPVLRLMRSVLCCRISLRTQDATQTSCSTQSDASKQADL
p97 inhibitor: blocks human p97 ATPase activity. P55072. recombinant p97 ATPase, Kinase-Glo ATP luminescence, 3 h. inhibition, % at 8 µM. hit rate 0.42% among 220,000. AID 1481; in the data active = inhibition above about 15%;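 note: 0% = DMSO vehicle and 100% = wells lacking enzyme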
Starred values were filed as active, the others as inactive; . = no result given; & = joins results of further samples; [ ] = remark or other dose.

SMILES | BaF3 tox | Furin inhibitor | NCF1 inh | Tb hexokinase | PPC-1+TRAIL kill | RBBP9 inh | Ba/F3 V617F tox | EP2 antag | p97 inhibitor
Clc1ncnc2c1oc1ccccc12 | 1.6 | -11.7[20 µM] | -7.3 | 1.3 | 11.3 | 1.0 | -3.8 | 2.1 | -0.7
CSCC[C@H](NC(=O)Nc1ccc(S(N)(=O)=O)cc1)C(=O)O | 0.6 | -20.0 | -12.7 | -6.3 | 6.4 | -8.4 | -2.0 | 7.3 | 8.4
O=C(CN1C(=O)c2ccccc2S1(=O)=O)N1CCN(c2ccc(F)cc2)CC1 | 6.0 | -3.1 | -13.9 | 8.3 | 9.7 | -3.7 | 2.0 | 12.4&6.6 | 2.1
COC(=O)Cc1c(O)ccn(CCc2ccccc2)c1=O | 10.1 | -25.7 | 1.0 | 4.2 | 1.8 | 2.3 | 4.2 | 8.3 | 0.2
CCOC(=O)c1nnc(-c2ccccc2)[nH]c1=O | -1.2 | -8.4 | 5.1 | -8.6 | 5.4 | -0.3 | -4.1 | 3.2 | 6.2
Cc1ccc(S(=O)(=O)NC(=O)N2CCN(Cc3c(F)cccc3Cl)CC2)cc1 | 1.6 | -8.2 | 1.2 | -4.7 | 2.8 | -0.5 | -5.5 | 11.6 | 12.2
NC(=O)C1CCN(C(=O)c2ccc3c(=O)n(Cc4ccco4)c(SCC(=O)c4ccccc4)nc3c2)CC1 | 5.5 | -17.4 | -6.2 | -4.8 | -6.6 | -1.8 | -3.5 | 2.5 | 2.5
O=C(Cc1cc(=O)[nH]c(=O)[nH]1)NCc1ccc(Cl)cc1 | 1.9 | -10.2 | 3.3 | -0.4 | 9.7 | -2.3 | -2.4 | 4.1 | 5.5
O=C(NCC1CCCO1)c1c(O)c2c([nH]c1=O)CCCC2 (stereo unspecified) | -2.2 | -4.2 | -5.0 | 6.8 | 9.0 | 3.5 | -0.1 | 7.4 | -1.9
CN(CCC#N)c1ncnc2scc(-c3ccccc3)c12 | 0.0 | -22.8 | -10.5 | -8.1 | 12.9 | -3.6 | -1.8 | 8.8 | -2.5
CSc1ccccc1C(=O)Nc1cc(C)ccc1C | 2.0 | -22.2 | -6.7 | -1.0 | 29.9 | -2.1 | -0.1 | 7.2 | 1.4
O=C(c1ccccc1S(=O)(=O)NCC(O)COc1ccc([N+](=O)[O-])cc1)N1CCCCC1 (stereo unspecified) | 6.8 | -10.0[20 µM] | -7.2 | -12.3 | 0.9 | -5.2 | -0.5 | 7.4 | 0.8
CC[n+]1c(C=C2C=C(C)OC(C)=C2)sc2ccccc21 | 91.1* | 5.5 | -16.1 | 4.1 | 39.5 | -3.4 | 99.9* | 10.2&13.9 | 5.0
CCCNS(=O)(=O)c1ccc(CCC(=O)N2CCCCC2)cc1 | 1.0 | -3.5[20 µM] | -1.0 | 2.3 | 24.0 | -1.6 | -3.5 | 6.8 | 1.1
CC1(C)CC(=O)c2cc(C(=O)O)c(=O)n(-c3ccccc3)c2C1 | 6.1 | -17.0[20 µM] | -0.1 | -2.1 | 15.8 | -7.7 | 2.8 | 10.7 | -3.8
COc1ccccc1C(=O)C1CCCN(C(=O)Nc2ccccc2F)C1 (stereo unspecified) | -6.1 | -24.8 | 3.5 | -3.7 | -20.4 | -10.7 | -0.4 | 5.8 | -2.0
Oc1ccc(/C=N/Nc2nc(-c3cccnc3)nc3ccccc23)c(O)c1 | 1.1 | -1.5 | -29.9 | -18.8 | 15.5 | 8.2 | 2.2 | 10.7 | 3.2
COc1cccc(NC(=O)CC2COc3ccccc3O2)c1 (stereo unspecified) | 3.3 | -22.5[20 µM] | -16.1 | -3.5 | -4.4 | -0.2 | -1.4 | 26.8 | -1.8
COCCN1C(=O)c2cc(C(=O)Nc3ccc(C)c(F)c3)ccc2C1Nc1ccc(C)c(F)c1 (stereo unspecified) | 1.2 | -15.5 | -1.2 | 0.0 | 9.3 | -1.9 | -3.0 | 12.5 | 8.3
O=C(c1ccccc1)c1nccn1-c1ccc(Cl)nn1 | 2.5 | -7.2 | -11.8 | 2.4 | -7.6 | -8.2 | -1.0 | 13.7 | -1.4
CCOc1ccc2c(c1)c(N=NC(=N)N)c(O)n2C | 68.8* | -15.2 | -12.5 | -33.7 | -12.0 | -0.5 | 43.9* | 4.8 | -5.2
O=C1C2C3CCC(C3NCc3ccccc3)C2C(=O)N1Cc1ccccc1 (stereo unspecified) | 2.0 | -8.5[20 µM] | -9.7 | -3.4 | 13.3 | 3.1 | 1.8 | 23.1 | 0.2
CS(=O)(=O)Nc1cccc(C2=NN(C(=O)c3ccccc3Cl)C(c3ccccc3O)C2)c1 (stereo unspecified) | 7.3 | -19.4 | -13.7 | -4.9 | 4.7 | -2.9 | 4.7 | 11.7 | 1.3
COc1ccc(-c2noc(CCC(=O)NCc3cccnc3)n2)cc1 | 1.8 | -15.7 | -15.0 | 2.9 | 0.7 | -7.8 | 0.4 | 6.5 | -0.3
Cc1c(C(=O)NC(=S)Nc2ccc(NC(=O)c3cccs3)cc2)cccc1[N+](=O)[O-] | 7.8 | -6.5[20 µM] | . | 1.6 | . | -5.5 | 1.2 | 12.6 | 5.4
COc1ccc2c(c1)C=C(CN1CCC(CO)(CCc3ccccc3)CC1)CO2 | 4.2 | -25.3 | -6.0 | -7.4 | 12.7 | -4.1 | -3.2 | 17.2 | 0.7
CC(C)Oc1ccc(N2CC(C(=O)Nc3ccc(N4CCOCC4)cc3)CC2=O)cc1 (stereo unspecified) | 0.9 | -9.2[20 µM] | -20.4 | -2.7 | 17.9 | -6.8 | -3.1 | 12.2 | -4.3
O=C(O)CCC(=O)NNC(=O)c1cccs1 | 4.9 | -19.6 | 1.2 | 5.1 | 5.9 | -3.4 | -0.4 | 13.7 | 5.9
O=C(CSc1ccsc1[N+](=O)[O-])NCCc1ccc(Cl)cc1 | -0.2 | -12.0[20 µM] | -15.3 | 1.4 | -0.5 | -5.9 | -2.5 | 11.2 | 0.4
CCC(C(=O)NC1CCCCC1)n1c(SCc2ccc(F)cc2)nc2ccncc21 (stereo unspecified) | 9.5 | -12.0 | 4.5 | -1.9 | -17.6 | -8.8 | 6.5 | 11.3 | -2.6

Compounds shown so far that contain an NH in an aromatic ring:
SMILES | BaF3 tox | Furin inhibitor | NCF1 inh | Tb hexokinase | PPC-1+TRAIL kill | RBBP9 inh | Ba/F3 V617F tox | EP2 antag | p97 inhibitor
CCOC(=O)c1nnc(-c2ccccc2)[nH]c1=O | -1.2 | -8.4 | 5.1 | -8.6 | 5.4 | -0.3 | -4.1 | 3.2 | 6.2
O=C(Cc1cc(=O)[nH]c(=O)[nH]1)NCc1ccc(Cl)cc1 | 1.9 | -10.2 | 3.3 | -0.4 | 9.7 | -2.3 | -2.4 | 4.1 | 5.5
O=C(NCC1CCCO1)c1c(O)c2c([nH]c1=O)CCCC2 (stereo unspecified) | -2.2 | -4.2 | -5.0 | 6.8 | 9.0 | 3.5 | -0.1 | 7.4 | -1.9

Carrying on.
SMILES | BaF3 tox | Furin inhibitor | NCF1 inh | Tb hexokinase | PPC-1+TRAIL kill | RBBP9 inh | Ba/F3 V617F tox | EP2 antag | p97 inhibitor
Cc1cc(C)nc(NC(=S)Nc2ccc(Br)cc2Cl)c1 | -1.7 | -9.9 | 1.8 | -1.6 | 6.5 | -5.5 | 1.1 | 0.7 | 0.8
O=C(Cn1cnc2c(nnn2Cc2ccc(Cl)cc2)c1=O)NCc1ccco1 | 3.7 | -11.6[20 µM] | 1.6 | 3.6 | -0.5 | -0.6 | 4.1 | 8.6 | -6.8
COc1ccccc1-c1nnc(SCC(=O)Nc2ccc(S(N)(=O)=O)cc2)n1C | 3.0 | -16.7[20 µM] | -4.7 | -4.4 | 6.4 | 0.0 | 2.2 | 8.8 | -4.5
O=C(CN(C1CCCCC1)S(=O)(=O)c1ccc(Br)cc1)NCc1ccncc1 | 5.3 | -11.3 | -1.4 | -7.4 | 23.4 | -3.0 | -1.8 | 5.9 | 3.1
c1ccc(C2=NNC(c3ccco3)=Nc3ccccc32)cc1 | 6.2 | -15.9 | -7.5 | -0.2 | -1.9 | -9.0 | -2.7 | 16.0&2.7 | 3.7
CCCN(Cc1nc(-c2ccc(Cl)cc2)no1)CC1CCCO1 (stereo unspecified) | 6.4 | -4.8 | -1.9 | 5.1 | -0.9 | -5.7 | 3.5 | 6.4 | -5.7
Cc1ccccc1NC(=O)C1CC(=O)OC12CCOC(C)(C)C2 (stereo unspecified) | 1.2 | -24.6 | -4.5 | 5.8 | 19.1 | -12.9 | -5.2 | 7.0 | 5.4
CCCNC(=S)N1CCC(c2nc3cc(C)c(C)cc3[nH]2)CC1 | 1.9 | -26.1 | -8.0 | -2.8 | -1.7 | 1.9 | -0.8 | 6.3 | 0.2
O=C(COc1nc2ccccc2nc1N1CCOCC1)Nc1cccc(S(=O)(=O)N2CCCCC2)c1 | 8.3 | -7.3 | -35.0 | -21.0 | -1.4 | -9.0 | 5.8 | 12.2 | 3.0
CO/N=C/C(=N\Nc1ccc(OC)cc1)C(=O)c1ccc(OC)cc1 | 2.7 | -19.8[20 µM] | -9.8 | -5.5 | 2.0 | -3.0 | -2.7 | 15.3 | -1.7
Cc1cc(C)n(Cc2ccc(C(=O)NCc3ccco3)o2)n1 | 6.4 | 2.1[20 µM] | -9.1 | -3.1 | 14.0 | 6.4 | 0.2 | 21.7 | 4.7
CCOC(=O)c1nc(NCc2cccc(OC)c2)c2ccccc2n1 | 5.7 | -14.3 | 2.6 | -8.5 | -8.8 | -2.2 | -0.7 | 7.5 | 1.5
C/C(=N/NC(=O)CSc1nc2ccccc2s1)c1ccncc1 | 2.4 | -22.8 | 2.5 | -7.4 | -4.8 | -2.6 | -4.3 | 22.6 | 9.5
O=S(=O)(/C=C/c1ccccc1)c1ccccc1 | -0.7 | -4.4[20 µM] | -32.6 | 1.3 | 11.4 | -0.8 | -3.7 | 12.1 | 0.8
CCOC(=O)N1CCN(C(=S)NC(=O)c2c(-c3c(Cl)cccc3Cl)noc2C)CC1 | 9.9 | -12.0 | -6.8 | 4.9 | -2.7 | 0.4 | 10.0 | 9.8 | -3.5
CC(C)CNC(=O)c1ccccc1-c1ccccc1C(=O)O | 0.5 | -19.2[20 µM] | -0.4 | -0.2 | -11.0 | 5.5 | -3.8 | 8.6 | 5.9
O=C(NC(=S)Nc1ccc2c(c1)C(=O)c1ccccc1C2=O)c1ccc(F)cc1 | 5.0 | -12.1 | 17.2 | 2.4 | 31.4 | 0.2 | 5.2 | 6.1 | -0.6
Cc1nc(Cl)cc(CS(=O)(=O)c2ccc(Cl)cc2)n1 | 3.2 | -21.4 | -1.6 | -5.3 | -1.4 | 5.4 | -2.0 | 13.7 | 6.5
O=C(Nc1cccc2ncccc12)c1cccc(F)c1 | 8.0 | -23.9[20 µM] | 1.2 | -8.1 | 16.8 | -3.7 | 2.7 | 5.7 | 0.1
O=C(NCc1nc2ncc(Br)cc2[nH]1)c1ccccc1 | 0.2 | -17.6 | -19.5 | -6.0 | -1.6 | 5.5 | 0.5 | 11.1 | -1.0
CCCCOC(=O)C1CCCC(C)N1 (stereo unspecified) | 5.1 | -24.2[20 µM] | -16.8 | 4.6 | 9.0 | -7.8 | -2.7 | 14.9 | 1.2
CC(NC(=S)Nc1ccc(Cl)cc1Cl)C(c1cccs1)N1CCCC1 (stereo unspecified) | 4.7 | -12.4 | -3.8 | 3.2 | -0.8 | -1.3 | -5.8 | 4.5 | 1.8
CC1CC1C(=O)Nc1cc(S(=O)(=O)N2CCOCC2)ccc1N1CCCC1 (stereo unspecified) | -0.1 | -21.2 | -11.7 | -6.2 | 11.4 | -4.7 | -0.4 | 5.4 | -2.9

These rows are one share of the data, so the mix of outcomes need not match the whole.
